# Bioassay records: PubChem, Broad Institute
# FN deposit inh: inhibitors of fibronectin matrix deposition, primary screen, AH1F cells, Alexa488-fibronectin fluorescence, plate reader | AID 743247, 2014 | inhibition, % at 12.6 µM | AH1F fibroblasts, overnight | 0.086% of 350,000 active;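 active means mean inhibition across replicates of 30% or more, regardless of how many single replicates reach that level; inconclusive means mean under 30% yet at least half of replicates reach 30%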;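 further: positive control wells lacked labelled fibronectin entirely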
#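 Material: AH1F fibroblast monolayer depositing Alexa488-labelled fibronectin into matrix | Input: 10000 AH1F cells/well | Medium: DMEM plus 2% serum, read in PBS | Reagent: Alexa488-fibronectin, 24 nM final in well | Compound dosing: One dose per compound, pinned | Schedule: 1 h adhesion, overnight exposure | Measured by: Fluorescence at 485 nm excitation, 525 nm emission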
# CFTR F508del cor: F508del CFTR correction, initial screen, CFBE line, single point; CFBE cells, YFP halide quenching; stimulated with forskolin plus potentiator P3; % fluorescence drop versus neutral controls; 0.36% of 350,000 active; activity (quench increase), % at 7.58 µM;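 active means mean added fluorescence quench of at least 8% versus neutral control, with both replicates also reaching 8%; inconclusive means only one of the mean or replicate conditions met; inactive means mean below 8% and not both replicates reaching 8%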;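 further: cells transiently co-express mutant CFTR-F508del with the halide-sensitive YFP; corrector assay measuring rescue of mutant channel to the surface after 24 h compound exposure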
# Cneo AK release: Cryptococcus neoformans cell lysis inducers, primary screen, AK release luminescence, single concentration. C. neoformans lysis, adenylate kinase release luminescence, 4 h; normalised: neutral wells 0, clomiphene wells 100. AID 651654, 2012. 0.2% of 360,000 active. lysis activity, % at 15 µM;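 active means mean lysis activity across replicates of at least 80%, whatever share of replicates individually reach that level; inactive means mean lysis activity below 80%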
#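 Test system: log-phase Cryptococcus neoformans yeast cells. Input: 5 × 10^6 yeast cells/mL. Medium: fresh YPD growth medium. Doses: single dose. Incubation: static 4 h at 37 °C with compound, 1 h detection. Measured by: luminescent adenylate kinase detection reagent. Read-out: signal increase indicating cell lysis. Benchmarks: Clomiphene.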
# INS-1E GSIS act: GLuc luminescence reporter in INS-1E cells, primary screen for activators of glucose-dependent secretion of insulin. 0.61% of 370,000 active. INS-1E GLuc reporter insulin secretion, 2-3 h. activation, % at 16.6 µM;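 active means lowest replicate activation of at least 40%, so every replicate reaches that level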;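 further: 0% = median of neutral control wells and 100% = median of IBMX positive control wells; some compounds called inactive have numbers as strong as hits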
# Statin myotox sup: suppressors of statin myotoxicity in C2C12 myotubes, primary screen, cell-based, single point, plate reader; C2C12 myotubes + simvastatin, ATP luminescence, 48 h; scaled: DMSO 0, geranylgeraniol control 100; rescue of ATP level, % at 7.49 µM; 0.78% of 330,000 active; AID 602340, 2012;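 active means mean ATP rescue above about 67%, or every replicate alone reaching that limit, limit read from the data, passing the limit was not always enough; inconclusive means no clear call, values can overlap the other calls; inactive means mean under the limit and some replicate under it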;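 further: myotubes were challenged with 10 µM simvastatin during compound exposure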
# PGC1a acetyl inh: inhibitors of PGC1a acetylation signal, primary screen, cell-based, U2OS, AlphaScreen, inhibitor mode; AlphaScreen anti-acetyl-lysine; with virally co-expressed GCN5 acetyltransferase; inhibition, % at 15.6 µM; 0.17% of 350,000 active;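 active means every replicate shows inhibition of at least 40%; inconclusive means mean inhibition at least 40% but some replicate below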;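 further: 0% = neutral control wells and 100% = positive control wells; some results beyond the cut were filed as inactive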
# PglD inh: C. jejuni PglD acetyltransferase inhibitors, primary screen, biochemical, DTNB colorimetric, single point; UDP-N-acetylbacillosamine N-acetyltransferase PglD (Campylobacter jejuni); purified PglD enzyme, DTNB colorimetric CoA detection; inhibition, % at 12.5 µM; 0.098% of 360,000 active; AID 602405, 2012; in the data active means inhibition above about 16%, passing the limit was not always enough; inconclusive means no clear call, values can overlap the other calls; further: strong numbers were not always called active
# miR122 inh: miR-122 Renilla sensor signal increase in Huh7, primary screen, miR-122 inhibitor project, cell-based, single point, plate reader; AID 602342, 2012; 0.3% of 340,000 active; Huh7 miR-122 Renilla luciferase sensor, 48 h; neutral wells = 0, positive control = 100; activation (reporter increase), % at 12.5 µM;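 active means mean replicate activation score at least 90 and every replicate individually at or above 90; inconclusive means only one of the two criteria met; inactive means neither criterion met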;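 further: higher luciferase means less miR-122 activity so hits act as miR-122 inhibitors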
# An asterisk follows results filed as active; ? = inconclusive; nt = no result given; [ ] = remark or other dose.
molecule,FN deposit inh,CFTR F508del cor,Cneo AK release,INS-1E GSIS act,Statin myotox sup,PGC1a acetyl inh,PglD inh,miR122 inh
COCc1cn(CC[C@H]2CC[C@H](NC(=O)c3ccccc3)[C@H](CO)O2)nn1,nt,-2.9,-2.0,9.8,6.7,1.7,-4.2,nt
CCC(=O)Nc1ccc2c(c1)C(=O)N(C)[C@@H]1CC[C@H](CC(=O)N3CCc4ccccc4C3)O[C@@H]1CO2,-0.4,0.1,3.7,-0.3,-22.5,-8.7,-0.8,0.3[16.7 µM]
Cc1cccc(NC(=O)c2ccc([N+](=O)[O-])o2)c1C,15.1,-0.1,17.7,-6.2,38.8,-6.9,-4.9,1.9
CCOC(=O)CC1=C(C(=O)OCC)C(c2cc(OC)c(OC)cc2OC)C(C#N)=C(N)O1 (stereo not drawn),1.2,nt,1.7,nt,1.1,-1.1,2.3,-6.0
COc1ccc(S(=O)(=O)N(C)C[C@@H]2Oc3c(NS(=O)(=O)c4ccccc4)cccc3C(=O)N([C@H](C)CO)C[C@@H]2C)cc1,nt,0.8,-6.5,1.2,-11.8,4.0,0.8,9.8[16.7 µM]
Cc1noc(C)c1S(=O)(=O)N(C)C[C@H]1OCCCC[C@H](C)Oc2ccc(NS(C)(=O)=O)cc2C(=O)N([C@@H](C)CO)C[C@@H]1C,nt,0.4,-0.7,nt,nt,-8.1,5.2,8.6[16.7 µM]
CC(C)(C)[C@H]1COC(=O)[C@H](Cc2ccc(F)cc2)CC/C=C/C[C@@H](CC(=O)N[C@H](CO)Cc2ccccc2)C(=O)N1,-9.5,0.6,3.9,-17.8,1.5,-3.6,-7.2,0.9
Cc1ccc(NC(=O)CS(=O)CC(=O)NC23CC4CC(CC(C4)C2)C3)cc1 (stereo not drawn),-1.0,1.9,-0.1,-26.5,9.5,-5.1,-8.9,-0.3

# Brought forward from above: 3 compounds; new compounds follow.
molecule,FN deposit inh,CFTR F508del cor,Cneo AK release,INS-1E GSIS act,Statin myotox sup,PGC1a acetyl inh,PglD inh,miR122 inh
Cc1noc(C)c1S(=O)(=O)N(C)C[C@H]1OCCCC[C@H](C)Oc2ccc(NS(C)(=O)=O)cc2C(=O)N([C@@H](C)CO)C[C@@H]1C,nt,0.4,-0.7,nt,nt,-8.1,5.2,8.6[16.7 µM]
CC(C)(C)[C@H]1COC(=O)[C@H](Cc2ccc(F)cc2)CC/C=C/C[C@@H](CC(=O)N[C@H](CO)Cc2ccccc2)C(=O)N1,-9.5,0.6,3.9,-17.8,1.5,-3.6,-7.2,0.9
Cc1ccc(NC(=O)CS(=O)CC(=O)NC23CC4CC(CC(C4)C2)C3)cc1 (stereo not drawn),-1.0,1.9,-0.1,-26.5,9.5,-5.1,-8.9,-0.3
C=CCOc1ccc(C=Nc2ccc(OC)cc2)c(O)c1,nt,nt,nt,-10.6,1.4,-11.4,nt,3.8
Cc1snc(S(=O)(=O)/C(C#N)=N/Nc2cccc(C(F)(F)F)c2)c1C#N,nt,nt,1.7,nt,-23.6,-3.3,-7.5,8.6
CNC[C@H]1Oc2ccc(NS(=O)(=O)c3cccs3)cc2CC(=O)N([C@@H](C)CO)C[C@@H]1C,-12.5,-0.3,0.5,4.5,-16.1,1.9,0.9,5.0[16.7 µM]
C[C@@H]1CCCCO[C@H](CN(C)C(=O)c2ccccc2)[C@@H](C)CN([C@@H](C)CO)C(=O)c2cc(NC(=O)Cc3ccccc3)ccc2O1,nt,0.6,-1.5,-24.4,nt,-5.2,0.7,6.1[16.7 µM]
COC(=O)c1cc(C)sc1NC(=O)c1cccnc1,-1.9,nt,-0.3,7.2,9.6,13.9,-1.0,2.2
Cc1ccccc1S(=O)(=O)NC(=O)C1(C)CCN1C(=O)Cc1ccc(C(C)(C)C)cc1 (stereo not drawn),1.0,1.6,-1.6,12.2,6.5,-6.1,0.1,1.7
COCC(=O)N1CCc2ccc(NC(=O)c3ccc(C(F)(F)F)cc3)cc2C1,0.0,2.5,-1.3,0.6,2.3,7.1,-2.5,3.8
COc1ccc(C(=O)COC(=O)C(O)c2ccccc2)c(OC)c1 (stereo not drawn),13.5,-3.3,0.4,26.1,-0.1,2.5,5.3,-9.3
C[C@H](CO)N1C[C@H](C)[C@@H](CN(C)C)Oc2cc(C#CC3CCCC3)ccc2S1(=O)=O,-2.5,-1.8,-1.6,4.7,-60.1,nt,5.8,25.4[16.7 µM]
Cc1noc(C)c1NC(=O)N(C)C[C@H]1Oc2ccc(NS(=O)(=O)c3cccs3)cc2CC(=O)N([C@H](C)CO)C[C@H]1C,nt,-2.3,-0.1,11.9,12.0,0.5,-3.8,-2.4[16.7 µM]
CCCN1C[C@@H](C)[C@@H](OC)CN(C)C(=O)c2ccc(NC(=O)c3cccc(OC)c3)cc2OC[C@@H]1C,4.0,2.5,-3.2,4.9,-13.3,5.1,0.6,23.1[16.7 µM]
CCCC(O)(c1ccc(Cl)cc1)C(CN1CCOCC1)c1ccccc1 (stereo not drawn),-11.0,1.0,0.1,21.9,?,-2.2,-4.3,4.7
Nc1cnn(C2OC(CO)C(O)C2O)c(=O)n1 (stereo not drawn),-1.7,2.0,-1.7,-18.8,nt,nt,-1.1,nt
Brc1ccc(CNc2cc3c(cc2Br)OCCO3)cc1,-0.4,4.4,nt,8.4,-2.7,9.5,nt,-5.0
O=C(Nc1ccncc1)Nc1cc(Cl)ccc1Cl,-1.1,1.4,-2.0,-2.9,-1.9,-3.6,1.2,-0.4
COc1ccc(OC)c(CNC(=O)Cc2c(C(=O)O)[nH]c3ccccc23)c1,nt,nt,-4.0,nt,10.7,9.2,2.9,15.6
NC(=O)CC(NC(=O)Cc1ccc(Cl)cc1)c1ccc(N2CCN(c3ccccn3)CC2)c([N+](=O)[O-])c1 (stereo not drawn),26.0,-0.7,-0.7,nt,4.6,nt,-6.5,nt
COc1ccc(CN(C)C[C@H]2Oc3ccc(NC(=O)C4CCCCC4)cc3C(=O)N([C@@H](C)CO)C[C@@H]2C)cc1,nt,-1.2,3.7,11.3,-3.9,-7.3,-3.6,-2.3[16.7 µM]
Cc1cc(C)n(-c2nc3ccccc3nc2N2CCN(C(=O)c3ccccc3)CC2)n1,nt,nt,1.2,6.6,6.4,7.1,-6.8,-0.9
CN(Cc1cn[nH]c1-c1cc2ccccc2o1)CC1CCOCC1,6.0,-0.8,nt,-3.3,nt,-5.8,nt,nt
CCOC(=O)c1csc(NC(=O)CSc2nnnn2-c2ccc3c(c2)OCCO3)n1,nt,nt,0.6,nt,nt,1.6,-1.9,0.7
Cc1nc2ccccc2cc1C(=O)Nc1ccccc1Cl,2.5,2.4,-3.6,15.5,nt,0.1,-0.7,nt
CCCNC(=O)c1ccc2c(c1)S(=O)(=O)c1ccccc1C2=O,4.0,2.4,6.9,19.6,-4.5,nt,3.5,14.4
CN(Cc1nc2ccc(F)cc2[nH]1)C(=O)C1CCC(=O)N(C2CC2)C1 (stereo not drawn),13.6,-0.6,3.5,10.3,-1.5,nt,6.3,nt
CC1CCCC(C)N1C(=O)C1CCCCC1 (stereo not drawn),0.4,nt,2.5,nt,3.3,-1.8,1.1,-3.4
COCC(=O)Nc1ccc2c(c1)OC[C@H](C)N(C(=O)c1ccccc1)C[C@H](C)[C@@H](OC)CN(C)C2=O,16.7,1.2,-0.7,-9.3,-12.7,-13.7,-2.6,-14.8[16.7 µM]
COc1ccc(OC)c(/C=N/NC(=O)CCc2n[nH]c(=O)[nH]c2=O)c1,-7.9,nt,nt,-1.0,1.3,5.5,nt,-2.2
CC1ON=C(c2cccc3ccccc23)N(C)C1=O (stereo not drawn),13.1,0.7,-1.1,9.7,6.9,nt,1.0,nt
O=C(NC1CC1)c1cccc(NC(=O)c2cnn(-c3ccccc3)n2)c1,nt,0.2,-1.1,-5.1,-8.5,4.3,4.0,nt
Cc1cc(OC(C)C(=O)NCc2cccnc2)c2c(C)cc(=O)oc2c1 (stereo not drawn),2.1,-0.8,35.4,15.6,-14.5,5.7,5.3,6.0
OCc1ccnc2oc3ccccc3c12,1.5,-0.4,nt,22.7,nt,11.8,nt,nt
CNC(=O)c1cc2c(-c3ccccc3)nn(C)c2s1,0.0,0.3,2.1,25.4,6.8,nt,-1.6,nt
O=C(OCc1cn([C@H]2CN(Cc3cccs3)[C@@H](c3ccc(Cl)cc3)C[C@@H]2O)nn1)c1ccccc1,-0.9,-1.6,1.3,5.6,-0.1,-1.2,-3.2,3.9
O=C(COC(=O)CNC(=O)C1CCCCC1)Nc1cc(C(F)(F)F)ccc1Cl,3.2,-0.8,-0.4,nt,-6.1,-2.3,0.6,16.5
CNC[C@@H]1OCCCC[C@H](C)Oc2ccc(NC(=O)Nc3cccc4ccccc34)cc2C(=O)N([C@H](C)CO)C[C@@H]1C,nt,-1.5,nt,4.3,-5.1,-16.6,nt,-1.2[16.7 µM]
Cc1oc(-c2ccc(Cl)cc2)nc1CS(=O)CC(=O)NC1CCCC1 (stereo not drawn),-10.7,0.1,0.2,5.3,98.9*,-6.4,4.9,1.7
Cc1ccc(NC(=S)N(Cc2ccco2)C(C)c2cccs2)c(Cl)c1 (stereo not drawn),9.9,-1.7,-0.1,-9.9,nt,-14.2,1.0,6.3
O=C(CN1CCN(S(=O)(=O)c2ccc3c(c2)OCCO3)CC1)Nc1ccccc1Br,-8.6,0.7,-1.4,20.9,-16.4,-2.3,2.0,10.8
C[C@@H]1CN([C@@H](C)CO)C(=O)c2ccccc2-c2ccccc2CO[C@H]1CN(C)C(=O)Nc1ccccc1,13.4,0.0,-0.6,-4.4,nt,3.5,4.1,nt
Cc1cc(C(=O)Nc2cccc3c2O[C@H](CN(C)Cc2ccncc2)[C@H](C)CN([C@H](C)CO)C3=O)n(C)n1,nt,-0.8,2.3,6.3,-9.3,2.4,-4.7,1.7[16.7 µM]
CCOc1ccccc1C(O)C1=CC(=O)c2ccccc2C1=O (stereo not drawn),6.3,0.4,0.0,-10.8,6.8,nt,-3.0,12.2
Cc1cccc(-c2ccc3ncnc(NCc4cccnc4)c3c2)c1,-3.7,-2.1,0.6,-1.7,-2.1,-29.2,-0.9,0.9
O=C(COCCOCC(=O)N(c1ccccn1)C1CCCCC1)N(c1ccccn1)C1CCCCC1,nt,nt,-0.5,nt,35.0,-20.3,3.9,-11.1
